High-throughput results as filed in PubChem.
Scp1 inh: blocks human Scp-1 phosphatase activity; AID 493091; Recombinant Scp1, phosphopeptide, malachite green phosphate absorbance; inhibition, % at 20 µM; Q9GZU7; actives 0.88% (n = 340,000);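 active means inhibition above about 50% at 20 µM, limit read from the data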;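 further: plate controls were DMSO wells with enzyme for no effect and wells lacking enzyme for full effect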
Target sequence (Q9GZU7 76-261 limits assumed): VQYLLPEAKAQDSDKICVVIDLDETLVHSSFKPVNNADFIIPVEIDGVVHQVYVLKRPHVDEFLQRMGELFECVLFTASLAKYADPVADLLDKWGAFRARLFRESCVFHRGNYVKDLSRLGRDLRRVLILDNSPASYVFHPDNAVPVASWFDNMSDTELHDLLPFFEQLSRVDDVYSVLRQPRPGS
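Test system – truncated SCP-1 phosphatase (76-261aa) · Reagent – Phosphorylated 17-residue peptide substrate · Incubation – 45 min room-temperature reaction, 5 min colour, 30 min stabiliser · Detection – colorimetric phosphate reagent with accelerator and stabiliser, absorbance at 630 nm · Measure – % inhibition at 20 µM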
Neddyl block: inhibitors of human cullin neddylation; P61081+Q13564; TR-FRET cullin neddylation, biochemical; calls only at 25 µM; actives 0.58% (n = 360,000); AID 651699; in the data active means inhibition above about 36%
Target sequence (P61081 whole entry, looked up): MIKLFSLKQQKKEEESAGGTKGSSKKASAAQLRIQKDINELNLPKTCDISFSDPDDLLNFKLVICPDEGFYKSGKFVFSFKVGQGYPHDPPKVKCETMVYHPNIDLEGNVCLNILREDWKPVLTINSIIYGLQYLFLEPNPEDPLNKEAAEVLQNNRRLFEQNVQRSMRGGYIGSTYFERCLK
Target sequence (Q13564 whole entry, looked up): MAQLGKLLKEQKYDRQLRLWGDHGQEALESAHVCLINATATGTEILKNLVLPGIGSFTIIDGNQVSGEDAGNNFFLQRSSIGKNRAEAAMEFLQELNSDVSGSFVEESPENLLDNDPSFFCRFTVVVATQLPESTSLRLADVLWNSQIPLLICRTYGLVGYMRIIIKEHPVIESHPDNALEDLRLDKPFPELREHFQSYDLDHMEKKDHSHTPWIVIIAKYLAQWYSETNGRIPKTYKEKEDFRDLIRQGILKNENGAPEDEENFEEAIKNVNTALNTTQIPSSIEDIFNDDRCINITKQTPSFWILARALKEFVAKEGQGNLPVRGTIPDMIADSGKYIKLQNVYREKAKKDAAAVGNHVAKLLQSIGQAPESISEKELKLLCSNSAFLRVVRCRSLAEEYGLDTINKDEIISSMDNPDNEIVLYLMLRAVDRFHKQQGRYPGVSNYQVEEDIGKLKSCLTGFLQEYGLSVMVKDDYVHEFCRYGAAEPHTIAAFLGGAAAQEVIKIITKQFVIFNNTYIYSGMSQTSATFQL
DNMT1 inh: inhibitors of human DNMT1. DNMT1 molecular beacon, Hinp1I cleavage, fluorescence. inhibition (reported as % activation of signal), % at 10 µM. actives 0.83% (n = 360,000). AID 588458. P26358; in the data active means inhibition above about 50%
STEP block: STEP (human) phosphatase inhibition; P54829; recombinant STEP, OMFP fluorogenic substrate, fluorescence; inhibition, % at 20 µM; actives 0.25% (n = 360,000);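 active means inhibition at 20 µM, scaled per plate between control wells, above about 37%, limit read from the data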;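 further: 0% = DMSO with enzyme and substrate and 100% = substrate only without enzyme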
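System: STEP phosphatase, cell-free reaction; Buffer or medium: Bis-Tris pH 6.0 buffer with DTT, detergent; Incubation: 20 min at room temperature, dark; Measured by: fluorescence, 480/540 nm.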
SKN-1 block: C. elegans SKN-1 inhibition; AID 624304; actives 0.49% (n = 360,000); C. elegans VP596 Pgst-4::GFP/RFP ratio, acrylamide-induced, 24 h; inhibition, % at 21.8 µM;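 active means interference check ratio from 0.5 to 1.5 plus GFP to RFP signal ratio inhibition reaching or exceeding a fixed threshold, cut at about 30% in these data, passing the limit was not always enough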; further: some compounds called inactive have numbers as strong as hits
NadD block: blocks S. aureus nicotinate mononucleotide adenylyltransferase; purified NadD enzyme, colorimetric absorbance read-out; actives 0.78% (n = 360,000); inhibition, % at 20 µM; in the data active means inhibition above about 26%; further: some compounds past the cut are filed as inactive
SUMO1-SIM PPI: SUMO1-SIM interaction modulation | inhibition, % at 20 µM | actives 0.33% (n = 360,000) | P63165 | SUMO1 binding to a labelled peptide, TR-FRET, 1 h; in the data active means inhibition above about 37%
Tb MetRS inh: blocks T. brucei methionyl-tRNA synthetase activity | purified T. brucei MetRS, ATP depletion, Kinase-Glo luminescence | inhibition, % at 11.9 µM | actives 0.4% (n = 360,000) | AID 624268;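 active means inhibition above a per-plate cutoff of the control wells' mean inhibition plus 3 SD, cut at about 5.5% in these data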;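 further: 0% = DMSO wells median and 100% = median of wells with control inhibitor compound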
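Test system: purified T. brucei MetRS enzyme. Also added: ATP, methionine and E. coli bulk tRNA substrates. Compound: 11.9 µM single point. Schedule: 15 min enzyme-compound preincubation, 2 h reaction, 10 min detection, 25 °C. Signal: luciferase luminescence of residual ATP, Kinase-Glo. Evaluation: percent inhibition versus plate control medians. Controls: DMSO wells, low control.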
LMPTP inh: blocks human LMPTP phosphatase; AID 651560; inhibition, % at 20 µM; P24666; actives 0.22% (n = 360,000); recombinant LMPTP-A, OMFP fluorogenic substrate, fluorescence intensity;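 active means compounds that cut the enzyme signal by at least half of the control window in the single-dose screen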;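 further: plate controls were DMSO wells with enzyme plus substrate for no effect and substrate without enzyme for full effect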
Target sequence (P24666 whole entry, looked up): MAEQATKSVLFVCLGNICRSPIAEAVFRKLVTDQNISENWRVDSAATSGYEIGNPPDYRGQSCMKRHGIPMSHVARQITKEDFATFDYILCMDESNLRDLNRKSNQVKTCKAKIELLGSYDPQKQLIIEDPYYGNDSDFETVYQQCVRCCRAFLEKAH
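Test system: LMPTP-A phosphatase enzyme; input: 0.625 nM LMPTP-A final; reagent: OMFP substrate, 400 µM final; compound dosing: 20 µM single dose, 3% DMSO; incubation: 50 min dark incubation at room temperature; measured by: endpoint fluorescence intensity from OMFP dephosphorylation; measure: % inhibition relative to no-enzyme and uninhibited control wells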
NRP1-CendR mod: modulators of CendR peptide binding to human neuropilin-1. inhibition, % at 25 µM. O14786. AID 602438. FAM-RPARPAR peptide binding to NRP-1, fluorescence polarization. actives 0.85% (n = 360,000);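 active means inhibition or corrected inhibition above about 18%, plus a signal ratio from 0.5 to 1.5, limit read from the data, passing the limit was not always enough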; further: strong numbers were not always called active
* = called active by the depositor; i = inactive; . = not tested or not shown; + = active, no number.

Results follow in this order: Scp1 inh	Neddyl block	DNMT1 inh	STEP block	SKN-1 block	NadD block	SUMO1-SIM PPI	Tb MetRS inh	LMPTP inh	NRP1-CendR mod
- CCCNC(=O)CCNC(=O)c1ccc(C(C)(C)C)cc1
 : -6	i	1	0	0	11	1	-0.5	0.0	-11
- O=C(CCCCCN1C(=O)c2cccc3cccc(c23)C1=O)N1CCOCC1
 : -8	i	4	-2	3	3	-22	0.8	-1.7	-6
- CCC(=O)NC(c1ccco1)c1cc(Br)c2cccnc2c1O (centres undefined)
 : .	i	1	3	13	5	1	-0.1	5.2	-3
- CCCOc1ccc(C2C(=O)N(C3CCCCC3)CC(=O)N2CCC)cc1OC (centres undefined)
 : -5	i	-3	0	-5	-3	9	-0.2	-2.7	-4
- CCCCS(=O)CC(CS(=O)CCCC)OC(=O)c1ccc(C)cc1 (centres undefined)
 : 8	i	5	-4	0	0	-1	-3.1	0.6	-5
- CCc1ccc(OCC(=O)NC(=S)Nc2ccc(C(=O)O)cc2)cc1
 : -12	i	-2	0	4	4	-1	-0.5	0.1	3
- CC1=Nc2cccc3cccc(c23)N1C
 : -3	i	-8	-1	8	1	-12	-0.7	5.8	9
- c1ccc(CSc2ncn(-c3ccccc3)n2)cc1
 : -9	i	-1	-1	16	0	5	-1.4	1.5	10
- CCN(CC)CCN1CNC(=S)N(c2ccccc2OC)C1
 : 8	i	-6	3	0	-2	-25	-0.3	-9.9	-1
- COc1cc(C(=O)Nc2ccc(S(=O)(=O)NC(C)(C)C)cc2)cc(OC)c1OC
 : -8	i	-2	0	0	-4	5	-0.4	1.5	-4
- FC(F)Oc1ccc(NC(=S)N2CCc3ccccc32)cc1
 : -5	i	-4	2	8	-3	1	0.9	1.1	8
- Clc1ccc(SCc2cc(-c3ccc(Cl)cc3)on2)cc1
 : -17	i	-1	6	53*	6	1	-0.6	2.8	4
- O=C(COc1nncc2ccccc12)NCC(F)(F)F
 : -4	i	0	0	-7	3	-4	-0.4	0.2	-12
- CC(C)c1ccc(NC(=S)N2CCCC2)cc1
 : 7	i	0	1	-5	8	2	0.5	-0.3	5
- COc1ccccc1OCc1nc(C#N)c(NCc2ccco2)o1
 : -2	i	2	-3	12	8	-7	0.1	0.2	7
- CC1CC(C)CN(S(=O)(=O)c2ccc(NC(=O)CN3C(=O)NC(C)(c4ccccc4)C3=O)cc2)C1 (centres undefined)
 : -5	i	-3	-1	5	4	6	0.0	2.7	-1
- COC(=O)c1cccnc1SCc1ccccc1
 : 0	i	4	-2	6	0	5	-0.8	-0.2	3
- CC1CCN(C(=O)CSc2nnc(-c3ccc(S(=O)(=O)N4CCOCC4)cc3)n2C)CC1
 : -3	i	2	-2	1	-4	-2	0.2	0.7	9
- Cc1cccc(CCNC(=O)CCc2c(C)nc3ncnn3c2C)c1
 : -12	i	1	0	-35	3	2	0.1	-1.2	2
- Cc1cc(Nc2ccccc2C(=O)O)n2ncnc2n1
 : .	+	0	3	12	-4	11	-0.2	-1.4	4
- Cc1cc(NC(=O)c2ccc(C)o2)no1
 : -4	i	3	-2	2	-3	-3	0.2	-2.2	-1
- OC(c1cc(F)cc(Cl)c1)c1ncc(-c2ccc(Cl)cc2)[nH]1 (centres undefined)
 : .	i	-9	-2	2	2	1	34*	2.9	11
- NC(=O)c1nsc(C(=O)N(c2ccccc2)C(C(=O)NCC2CCCO2)c2ccc(F)cc2)c1N (centres undefined)
 : -1	i	1	2	2	5	3	-0.2	0.1	10
- Cc1ccc(/C=C/C(=O)N2CCc3ccccc32)o1
 : 52*	i	86*	4	-1	2	-3	-1.6	2.2	-8
- CC(C)(C)NC(=O)C(C1CC1)n1c(=O)c(-c2cc3ccccc3[nH]2)nc2ccccc21 (centres undefined)
 : .	.	.	.	12	.	-9	0.3	3.6	19
- CCOc1ccc(-n2cc(C(=O)Nc3cccc(Cl)c3)c3cc(OC)c(OC)cc3c2=O)cc1
 : -11	i	-10	0	2	-10	-2	-0.2	1.9	-7
- NS(=O)(=O)c1ccc(CCNC(=O)c2ccccc2-c2ccccc2)cc1
 : -2	i	1	0	24	8	1	0.0	0.0	0
- O=C(CSc1nnc2scc(-c3ccccc3)n12)N1CCN(Cc2ccccc2)CC1
 : -1	i	-3	3	6	4	5	-0.3	-1.0	-1
- COC(=O)CCNC(=O)Cc1ccc(S(=O)(=O)N2CCCCC2)s1
 : -3	i	-4	0	15	-3	-2	-0.6	-0.3	-20
- Cc1ccc(/C=N/OC(=O)c2c(C)noc2-c2snnc2C)cc1
 : -8	i	7	0	0	1	-4	0.2	-1.8	-5

Given as labelled records: part of the list above.
> COc1cc(C(=O)Nc2ccc(S(=O)(=O)NC(C)(C)C)cc2)cc(OC)c1OC
  Scp1 inh: -8 | Neddyl block: i | DNMT1 inh: -2 | STEP block: 0 | SKN-1 block: 0 | NadD block: -4 | SUMO1-SIM PPI: 5 | Tb MetRS inh: -0.4 | LMPTP inh: 1.5 | NRP1-CendR mod: -4
> CCCNC(=O)CCNC(=O)c1ccc(C(C)(C)C)cc1
  Scp1 inh: -6 | Neddyl block: i | DNMT1 inh: 1 | STEP block: 0 | SKN-1 block: 0 | NadD block: 11 | SUMO1-SIM PPI: 1 | Tb MetRS inh: -0.5 | LMPTP inh: 0.0 | NRP1-CendR mod: -11

New compounds follow
Results follow in this order: Scp1 inh	Neddyl block	DNMT1 inh	STEP block	SKN-1 block	NadD block	SUMO1-SIM PPI	Tb MetRS inh	LMPTP inh	NRP1-CendR mod
- O=c1c(-c2ccc3c(c2)OCCO3)c(C(F)(F)F)oc2cc(O)cc(O)c12
 : -13	i	-9	11	3	2	7	-0.1	2.6	-6
- COc1ccccc1-c1cc(-c2ccccc2)nc(SC(C(N)=O)c2ccccc2)c1C#N (centres undefined)
 : -11	i	29	3	8	36*	-2	-1.2	1.7	-15
- Cc1cc(N2CCCC2=O)cc(C)c1S(=O)(=O)NCCOc1ccc(C(C)(C)C)cc1
 : -12	i	-9	0	18	0	-1	-0.8	2.0	8
- Cc1ccccc1NC(=O)c1c(F)c(F)c(F)c(F)c1F
 : -2	i	3	4	0	-7	1	-0.8	-1.1	-5
- COCCNC(=O)/C(C#N)=C/c1c(N2CCN(c3ccc(OC)cc3)CC2)nc2c(C)cccn2c1=O
 : -12	i	-3	0	0	-8	-30	-0.5	2.6	-8
- CC(C)(CCO)NC(=S)NC1CC2C=CC1C2 (centres undefined)
 : 0	i	0	0	1	-3	2	0.5	-0.8	3
- CCCCNC(=O)CSc1nc(COc2ccccc2)nc2ccccc12
 : -1	i	-10	3	7	-3	-2	-1.2	0.4	1
- CCCC(C(=O)NC1CCCC1)N(C(=O)c1snc(C(N)=O)c1N)c1ccc(OCC)cc1 (centres undefined)
 : -5	i	-1	2	11	-1	-17	-0.9	1.3	4
- Nc1ccccc1Nc1ccccc1
 : 4	i	-3	2	-3	3	-15	0.0	6.8	-50
- O=C(CN1CCN(Cc2ccccc2)CC1)N/N=C/c1ccccc1F
 : -4	i	1	8	0	-3	-1	-0.4	0.2	-11
- Cc1ccc(NC(=O)COc2ccccc2)cc1S(=O)(=O)N1CCCCC1
 : .	i	0	2	1	-6	2	-0.3	0.5	5
- CCN(CC1CCCN(CCc2cccc(OC)c2)C1)C(=O)c1ccoc1C (centres undefined)
 : -7	i	4	0	7	0	7	-0.5	-0.4	12
- Cc1c(O)ccc2c(-c3ccccc3)cc(=O)oc12
 : -21	.	3	2	-12	-20	-25	-0.1	-0.3	6
- COC(CN(C)C(=O)C1CCC(CNS(=O)(=O)c2ccccc2)CC1)OC (centres undefined)
 : -7	i	1	0	-14	-2	1	-0.1	-0.4	2
- Cc1oc2cc([N+](=O)[O-])c(O)c([N+](=O)[O-])c2c1C(=O)c1ccc(Cl)cc1
 : -8	i	24	7	7	5	-17	1.2	3.6	8
- CCCN1CCN(CC(=O)Nc2nnc(CC)s2)CC1
 : 0	i	-4	4	19	-2	-3	-0.6	2.5	6
- COC(=O)[C@@]12CCCN1[C@H](c1ccc(-c3cccc(Cl)c3)c(OC)c1)[C@H]1C(=O)N(C)C(=O)[C@H]12
 : 2	i	-4	-3	12	-2	10	-0.4	0.2	-8
- COc1ccc(Nc2cc(Nc3ccc(OC)cc3)ncn2)cc1
 : -9	i	24	0	-4	2	-2	-0.9	1.8	7
- Cc1cc(=O)[nH]c(SCC(=O)Nc2ccc(F)c([N+](=O)[O-])c2)n1
 : 0	i	-3	1	9	0	-18	0.9	-1.8	2
- COc1ccc(-n2c(=O)c3ccccc3n(CC(=O)NC3CCCC3)c2=O)cc1
 : -2	i	1	-3	11	-3	2	-1.1	-1.2	-4
- Cc1cc(=O)n2nc(N3CCC(C(=O)NCc4ccccc4F)CC3)sc2n1
 : -7	i	2	0	13	2	1	-0.2	-2.1	12
- Cc1ccnc(NC(=O)C(C)n2cc([N+](=O)[O-])cn2)c1 (centres undefined)
 : -9	i	0	0	-3	-6	1	-0.6	-0.5	-6
- CC(=O)N1CCN(c2ccc(NC(=S)NC(=O)COc3ccc(C(C)(C)C)cc3)cc2)CC1
 : -10	i	5	6	13	-6	-6	0.1	4.5	-10
- COc1ccc(N=NC2=C(O)CC(C)(C)CC2=O)c(OC)c1
 : 0	i	1	1	-12	-7	-67	0.0	8.8	-92
- Cc1cc(C)c2ccc3c(C)c(C)n(C)c3c2n1
 : -12	i	3	-4	12	-1	10	-0.5	-0.1	-10
- Cc1ccc2cc(C=O)c(Cl)nc2c1
 : 2	i	0	2	7	1	-5	-0.4	1.0	-7
- COc1ccc(CCN(C(=S)Nc2ccccc2)C2CC(=O)N(c3ccccc3)C2=O)cc1 (centres undefined)
 : -5	i	-8	-4	11	-2	2	16*	1.3	8
- CCOC(=O)c1ccc(NC(=O)c2ccccc2C)cc1
 : -8	i	1	1	4	-3	1	0.3	0.9	-5
- COc1ccc(C(=O)NC2CCN(C(=S)NCc3ccco3)CC2)cc1
 : -9	i	-1	1	11	-4	-6	-0.9	0.0	4
- Cc1nn(-c2ccccc2)c(Cl)c1/C=C(/CC(=O)O)c1nc2ccccc2s1
 : -10	i	-1	-1	9	10	-14	0.6	-1.4	-6
- Cc1cccc(-n2c(C)n[nH]c2=S)c1C
 : -5	i	4	2	-15	8	0	-0.2	-0.4	-2
- O=c1cc(Cn2ccnc2)c2cc3c(cc2o1)CCC3
 : -21	i	8	4	-6	-2	-1	0.1	1.4	-5
- CCOC(=O)C(NC(C)=O)(Nc1ccc(S(=O)(=O)Nc2ccncn2)cc1)C(F)(F)F (centres undefined)
 : -7	i	0	0	-3	0	-1	-0.8	-1.4	11
- Cc1c(C)n(C)c2ccc(C(=O)NCCc3ccco3)cc12
 : -5	i	-8	1	79	4	0	-0.4	1.6	-39
- O=C(Cn1c(=O)cnc2ccccc21)NNC(=O)c1ccc(Cl)cc1
 : -2	i	8	-3	-6	6	-2	-0.1	-1.0	13
